PG9 binder – PG9 antibody binding by small molecule | TR-FRET gp120-PG9 antibody binding | inhibition, % at 6.7 µM | 0.43% of 360,000 active; in the data active = inhibition above about 8.5%
NPR1 activator – GC-A (human) enzyme activation. HEK293 GC-A cells, cGMP TR-FRET, EC30 ANP; 0% at EC30 ANP, 100% saturating ANP. AID 1671463. activation, % at 10 µM. 0.14% of 370,000 active. P16066; in the data active = activation above about 40%
ADAM10 inh – inhibits human ADAM10; O14672; recombinant ADAM10, EDANS/DABCYL FRET peptide cleavage, 3 h; inhibition, % at 7 µM; 0.62% of 370,000 active; AID 720582;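 active = inhibition above a per-campaign cutoff equal to the mean of compounds falling between control-based bounds plus 3 SD, cut at about 20% in these data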;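 also: 0% = DMSO wells while the 100% control is not disclosed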
Target sequence (O14672 214-748 limits assumed): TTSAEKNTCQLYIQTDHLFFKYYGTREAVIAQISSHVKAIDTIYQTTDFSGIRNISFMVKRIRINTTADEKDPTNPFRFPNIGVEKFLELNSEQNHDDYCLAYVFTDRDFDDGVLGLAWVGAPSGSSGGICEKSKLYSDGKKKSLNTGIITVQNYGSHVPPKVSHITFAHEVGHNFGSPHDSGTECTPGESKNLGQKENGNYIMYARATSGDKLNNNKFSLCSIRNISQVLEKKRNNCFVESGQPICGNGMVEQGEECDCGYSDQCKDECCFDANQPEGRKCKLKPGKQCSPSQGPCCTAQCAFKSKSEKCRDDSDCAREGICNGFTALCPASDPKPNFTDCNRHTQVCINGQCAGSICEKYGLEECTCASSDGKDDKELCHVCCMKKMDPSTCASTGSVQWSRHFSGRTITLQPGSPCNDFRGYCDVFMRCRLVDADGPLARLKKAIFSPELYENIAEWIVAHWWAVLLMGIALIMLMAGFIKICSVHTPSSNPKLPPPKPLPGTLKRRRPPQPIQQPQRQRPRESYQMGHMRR
hgDAF12 agonist – hgDAF-12 agonism, primary luciferase screen; HEK293 GAL4-hgDAF12 UAS-luciferase reporter, agonist luminescence; normalized to butyrate control; activation, % at 6.8 µM; 1.8% of 370,000 active; AID 687014;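 active = activation above a cutoff set at the mean of all screened compounds plus 3 SD, cut at about 10% in these data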;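 also: 0% = DMSO wells and 100% = sodium butyrate wells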
DAX1 inh-1 – NR0B1 (DAX1) inhibition. P51843. HEK293 Gal4-DAX1 luciferase reporter, luminescence. inhibition, % at 6.75 µM. 0.99% of 340,000 active. AID 504766;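 active = inhibition above the mean over all tested compounds plus 3 SD, cut at about 4.2% in these data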;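 also: 0% = DAX1-transfected cells with DMSO and 100% = empty-vector control cells with DMSO; inhibition shows as a rise in luminescence from relieved DAX1 repression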
Target sequence (P51843 207-470 limits assumed): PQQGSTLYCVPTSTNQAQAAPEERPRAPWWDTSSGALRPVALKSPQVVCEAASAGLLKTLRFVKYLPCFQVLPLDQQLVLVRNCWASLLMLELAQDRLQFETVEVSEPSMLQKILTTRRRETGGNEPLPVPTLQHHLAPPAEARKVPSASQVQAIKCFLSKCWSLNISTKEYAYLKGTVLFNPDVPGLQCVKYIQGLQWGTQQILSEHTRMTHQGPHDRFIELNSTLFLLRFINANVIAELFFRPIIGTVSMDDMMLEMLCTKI
ADAM17 inh – inhibits human ADAM17 | P78536 | recombinant ADAM17, EDANS/DABCYL FRET peptide cleavage | inhibition, % at 6.95 µM | 0.83% of 370,000 active | AID 720648;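 active = inhibition above the mean of compounds lying between control limits plus 3 SD, set per campaign, cut at about 8.5% in these data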;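 also: 0% = DMSO-only wells as the low control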
FXN GAA850 act – increases GAA850 frataxin promoter reporter activity; HEK293 lucGAA850 FXN promoter luciferase reporter, 24 h; percent of 10 µM SAHA response; activation, % at 6 µM; 0.56% of 360,000 active;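 active = activation above the average of all compounds screened plus 3 SD, cutoff fixed separately per campaign, cut at about 7.5% in these data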;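 also: 0% = DMSO wells and 100% = 10 µM SAHA wells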
ssDAF12 agonist – S. stercoralis DAF-12 activation, primary screen; HEK293 ssDAF-12/GRIP1 lit1-tk-luc reporter, luminescence; % of 3 µM dafachronic acid response; 1% of 370,000 active; activation, % at 6.8 µM;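 active = activation above the mean over all tested compounds plus 3 SD, cut at about 0.9% in these data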;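 also: 0% = DMSO-only wells and 100% = 3 µM delta7-dafachronic acid wells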
DAX1 inh-2 – DAX1 (NR0B1) inhibition, primary screen. HEK293T StAR-luciferase reporter, SF-1/DAX-1 repression relief. inhibition, % at 6.8 µM. 1.1% of 370,000 active. AID 652010;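 active = inhibition above the mean over all tested compounds plus 3 SD, cut at about 3.6% in these data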;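 also: 0% = DAX-1 cells with DMSO and 100% = cells lacking DAX-1 with DMSO; higher inhibition means more luminescence from relief of DAX-1 repression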
hcDAF-12 act – activators of H. contortus DAF-12 nuclear receptor. activation, % at 6.8 µM. AID 652067. HEK293 hcDAF-12 lit1-tk-luc reporter, luminescence; 0% DMSO, 100% Δ7-dafachronic acid. 1.4% of 370,000 active;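 active = activation above the mean of all tested compounds plus 3 SD, cut at about 5.5% in these data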;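 also: 100% = response to 3 µM Δ7-dafachronic acid high control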
SMARCA2 act – activators of SMARCA2 function; activation, % at 9.1 µM; MG213 cells, MMTV-luciferase reporter, dexamethasone, overnight; AID 652017; 1% of 370,000 active; in the data active = activation above about 7.8%;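 also: 0% = vehicle wells and 100% = reference activator wells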
Active calls of the source: *; / = no result given.

Second line of a record – PG9 binder, NPR1 activator, ADAM10 inh, hgDAF12 agonist, DAX1 inh-1, ADAM17 inh, FXN GAA850 act, ssDAF12 agonist, DAX1 inh-2, hcDAF-12 act, SMARCA2 act
Cn1c(C(=O)N2CCC(C(=O)N3CCN(Cc4ccc5c(c4)OCO5)CC3)CC2)cc2sccc21
    -1.2, 1, -14, -2.6, -1.2, -2, 0.2, -2.1, -2.5, -2.0, -2
COC(=O)C1=C(C)N(Cc2cccc(C(F)(F)F)c2)C(=NCC2CC2)NC1c1ccccc1C(F)(F)F (configuration not stated)
    1.9, -18, -11, -2.4, /, 3, /, -1.4, -0.9, 1.0, 1
CSCCC(C(=O)NC(C)(C)C)n1c(-c2ccccc2)nc2ccccc21 (configuration not stated)
    -0.7, -20, -7, 1.6, /, -3, /, -1.3, 0.2, 0.5, -3
O=C(OCc1cc(=O)n2c(n1)sc1ccccc12)c1ccc2c(=O)n3c(nc2c1)CCC3
    2.1, 7, -26, -1.0, -1.5, -12, 1.1, -0.6, 0.1, 1.8, 0
CCCCCC(=O)NC(Nc1ccc(S(N)(=O)=O)cc1)C(Cl)(Cl)Cl (configuration not stated)
    -0.3, -5, 5, -3.1, -0.3, 1, -1.3, -1.4, -0.9, -2.5, -1
CCN(CC)S(=O)(=O)c1ccc(C(=O)N2CCCCC2)cc1
    -1.5, 4, -4, 0.2, 1.3, 1, 4.3, -0.8, -0.5, -1.0, -1
CCC/C(O)=C1\C(=O)CC(C)(C)CC1=Nc1cccc([N+](=O)[O-])c1
    -0.8, -1, 8, 0.3, 0.3, 2, -0.6, -0.9, -0.8, 0.5, -1
COc1cccc(OC)c1C(=O)Nc1cccc(S(=O)(=O)Nc2ccccc2Cl)c1
    -1.4, -3, -5, 5.7, 1.2, -3, 2.7, -0.6, 0.9, -0.9, -5
COc1ccc(S(=O)(=O)N2CCN(C(=O)c3cc(C)nc4ccccc34)CC2)cc1OC
    -0.4, -3, -4, 3.8, 0.0, -1, 1.4, 0.2, 0.7, 0.6, 0
COc1ccc(S(=O)(=O)N2CCCC2C(=O)Nc2ccc(C(C)=O)cc2)cc1 (configuration not stated)
    -2.0, 0, 2, 3.8, 1.2, 4, 0.3, -1.4, 0.2, -0.4, -1
COc1ccc(NC(=O)c2cc([N+](=O)[O-])ccc2N2CCCC2)cc1
    -2.8, -3, 2, 0.6, /, -1, 1.2, -0.8, -0.2, -0.6, -1
N#CC1=C(SCc2ccc(C#N)cc2)N=C(N)C(c2nc(-c3ccccc3)cs2)C12CCCCC2 (configuration not stated)
    -1.8, -1, -1, -0.1, 0.2, -2, 9.8*, -0.5, 0.1, -1.1, 0
COC(=O)c1cc(Cc2ccc(N)c(C(=O)OC)c2)ccc1N
    -0.2, 4, -304, -0.6, -1.2, -109, -0.3, -1.8, -0.9, -2.3, -4
O=C(COc1ccc(Cl)cc1Cl)Nc1ccc(S(=O)(=O)NC2=NCCCCC2)cc1
    -1.8, 9, -3, -0.9, -1.1, 3, 1.0, -1.1, 0.2, -1.0, -5
COc1cc(S(=O)(=O)N2CCCCC2)c(OC)cc1Br
    -1.5, -7, -5, -0.7, 0.2, 1, 2.4, -1.9, -0.7, -1.5, -2
Fc1ccc(CN2CCCCCC2)c(F)c1
    0.0, 1, 7, -0.5, 0.1, 0, 1.3, -0.5, 0.2, -0.7, 5
Brc1ccccc1-n1nnc(-c2nccs2)n1
    -2.5, 5, -4, 9.5, 3.2, -4, 5.0, 0.3, 2.8, 4.9, 8.3*
COc1ccc(CN(C)C(=O)Cn2cnc(C(=O)Nc3ccc(C)c(C)c3)n2)cc1OC
    -2.1, 0, -9, -0.4, -0.2, -2, 0.0, -1.1, -0.1, -0.7, -3
O=C(N/N=C/c1ccc([N+](=O)[O-])s1)c1cccc(Br)c1
    -1.1, -7, -3, -1.8, -1.1, 3, -3.3, -1.1, -0.9, -1.7, -2
O=S(=O)(CC(c1ccccc1)N1CCCCC1)c1ccc(Cl)cc1 (configuration not stated)
    -0.8, -11, 1, -1.8, /, 1, 0.3, -1.8, -0.2, -1.4, -4

One compound at a time (already shown):
Fc1ccc(CN2CCCCCC2)c(F)c1 is listed as PG9 binder: 0.0; NPR1 activator: 1; ADAM10 inh: 7; hgDAF12 agonist: -0.5; DAX1 inh-1: 0.1; ADAM17 inh: 0; FXN GAA850 act: 1.3; ssDAF12 agonist: -0.5; DAX1 inh-2: 0.2; hcDAF-12 act: -0.7; SMARCA2 act: 5
CSCCC(C(=O)NC(C)(C)C)n1c(-c2ccccc2)nc2ccccc21 (configuration not stated) is listed as PG9 binder: -0.7; NPR1 activator: -20; ADAM10 inh: -7; hgDAF12 agonist: 1.6; DAX1 inh-1: /; ADAM17 inh: -3; FXN GAA850 act: /; ssDAF12 agonist: -1.3; DAX1 inh-2: 0.2; hcDAF-12 act: 0.5; SMARCA2 act: -3

(next part)
Second line of a record – PG9 binder, NPR1 activator, ADAM10 inh, hgDAF12 agonist, DAX1 inh-1, ADAM17 inh, FXN GAA850 act, ssDAF12 agonist, DAX1 inh-2, hcDAF-12 act, SMARCA2 act
c1ccc2nc(N3CCOCC3)c(N3CCOCC3)nc2c1
    -0.4, 4, -8, -0.4, 0.2, -3, 0.2, -0.5, 0.4, -1.2, 0
Nc1nnc(CSCc2ccc(Cl)cc2)s1
    -0.6, 2, 11, 0.3, 0.1, 7, 1.8, -0.9, 0.0, 0.2, 1
O=C(NC(=S)Nc1ccc2c(c1)OCCO2)c1ccco1
    0.6, 6, -4, 11*, 4.5*, -2, 1.6, -0.1, 2.4, 3.9, 7
COc1ccc(N2C(=O)/C(=C\c3ccco3)N=C2SCC(=O)N(C(C)C)C(C)C)cc1Cl
    -1.9, 0, 3, -1.1, -0.9, 2, -0.5, -0.8, -0.8, -1.2, -3
COc1ccc(OCc2nnc(SCC(=O)NC3CC3)n2C)cc1
    1.7, 1, 5, 1.8, 1.0, 5, 1.8, -0.6, -0.1, 3.4, -1
CC(=O)c1ccc(-c2cnc3c(NC=O)cc(-c4cnn(C)c4)cn23)cc1
    -2.5, -3, -188, 5.7, /, -51, 1.1, -1.4, -2.6, -0.8, 3
COc1cc2cnc(Cl)nc2cc1OC
    -2.1, 8, -98, 3.3, -1.0, -30, 1.1, -0.2, -0.5, -1.0, 0
Cc1ccc(C(=O)NC2CCCC(C)C2C)cc1S(=O)(=O)N1CCCCC1 (configuration not stated)
    2.2, 3, -3, 2.1, -0.4, -2, 1.5, 0.1, 0.0, -1.1, 0
CC(=O)c1ccc(NC(=O)CN2C(=O)COc3ccc(S(=O)(=O)N4CCCC4)cc32)cc1
    -0.6, 2, -2, 1.1, 0.2, -3, -0.7, -0.4, -0.4, 1.8, 0
Cc1cn([C@H]2C[C@H](O)[C@@H](CNC(=O)c3ccccn3)O2)c(=O)[nH]c1=O
    -0.3, 0, 3, 2.5, 0.6, 3, -1.4, -1.3, 0.4, 1.5, 3
OC1CCN(C(=S)NCCc2ccccc2)CC1
    -2.2, 2, 4, 2.6, 0.5, -1, 1.5, -0.9, 0.3, 0.6, -2
Cc1nccn1CCN(C)Cc1cn(Cc2ccccc2)nc1-c1ccc2c(c1)OCO2
    -0.2, -2, -9, 0.9, 0.6, -3, 0.3, -0.7, -0.2, -0.4, 3
CCc1cc(=O)[nH]c(SCC(=O)NCC2CCCO2)n1 (configuration not stated)
    1.5, 2, -4, 1.3, -0.1, -1, -0.9, -0.4, 0.7, -0.4, 0
COc1cccc(Nc2nnc(SCC(=O)N3CC(C)OC(C)C3)s2)c1 (configuration not stated)
    -1.1, -1, 6, -2.5, -1.0, -4, 0.2, -1.4, 0.1, -2.5, -3
N#Cc1c(NC(=O)CSc2nc3c(c(C(F)(F)F)n2)CCc2ccccc2-3)sc2c1CCCC2
    1.1, 1, -6, -2.6, -0.2, -5, -0.6, -1.5, -0.5, -0.6, -2
COc1ccc(CNC(=O)C2CCN(S(=O)(=O)c3cccc4cccnc34)CC2)cc1
    -1.3, 0, -8, -0.3, 2.1, -1, 0.2, -0.7, -0.7, -0.7, 0
C/C(=N\Nc1c(F)c(F)c(Br)c(F)c1F)c1ccncc1
    -0.5, 0, 4, 3.8, 0.9, 2, 0.6, -0.9, -0.8, 0.4, 0
CCOc1cc(C(=O)Nc2ccc(S(=O)(=O)NC3=NCCCCC3)cc2)cc(Br)c1OC
    -0.7, 3, 6, 1.6, -2.5, 2, 0.2, -1.3, -0.5, -1.1, 0
O=C(CCNC(=O)c1ccccc1Cl)NCC12CC3CC(CC(C3)C1)C2
    -0.3, -1, -5, -3.1, -1.7, 1, 2.2, -0.9, 0.1, -0.6, -2
CN(C(=O)CSc1nnc2ccccn12)c1c(N)n(Cc2ccccc2)c(=O)[nH]c1=O
    -0.6, -1, -1, -1.3, -0.1, -3, -1.9, -1.1, 0.0, 2.5, -1
Cc1c(C(=O)NCc2cccs2)oc2ccc(S(=O)(=O)N3CCOCC3)cc12
    0.3, 8, -4, -2.7, -0.4, -2, 2.4, -1.8, -0.3, -2.2, -2
CC1=NN(c2ccc(S(=O)(=O)O)cc2C)C(=O)C1
    -2.7, 2, -3, -1.8, 0.7, 0, 1.1, -0.8, 0.4, -2.1, -2
CC(C)CN1CCC(=O)N(CCSc2ccccc2)CC1
    2.9, -1, -6, 6.5, 3.6, -2, 6.2, -0.3, 1.6, 1.7, 2
CC1(C)Cc2cccc(OCC(=O)Nc3cc(S(C)(=O)=O)ccc3Cl)c2O1
    -1.7, -3, 1, -0.9, -0.5, -3, 1.6, -1.4, -0.7, -0.9, -3
O=C(c1ccccc1)C1CCN(c2ncccc2[N+](=O)[O-])CC1
    -3.8, -4, 3, 1.2, -1.8, -2, 0.8, -0.7, -0.2, -0.8, 0
CCOC(=O)CN1C(=O)N[C@@H](c2ccccc2)[C@@H](C(=O)OC)[C@H]1C
    -2.9, -1, 0, 2.9, -1.0, 1, 0.1, -1.5, 0.3, -1.3, 1
COc1ccc(NC(=O)c2ccc(-c3ccc(F)cc3)o2)cc1OC
    -2.3, 1, 6, -2.2, 0.6, 2, 2.0, -1.5, 0.7, -3.2, -1

Source: PubChem
